# High-throughput results from PubChem BioAssay.
# 14-3-3 PPI: modulators of 14-3-3 gamma protein binding, primary screen, biochemical, fluorescence polarization; hit rate 0.19% among 160,000; FP, 14-3-3gamma / TMR-pS259-Raf peptide binding; AID 422, 2006; inhibition, % at 40 µM; 14-3-3 protein gamma (Homo sapiens), P61981; in the data active = inhibition above about 30%;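 note: 0% = protein plus tracer without compound and 100% = blank with tracer alone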
# Target sequence (P61981 whole entry, looked up): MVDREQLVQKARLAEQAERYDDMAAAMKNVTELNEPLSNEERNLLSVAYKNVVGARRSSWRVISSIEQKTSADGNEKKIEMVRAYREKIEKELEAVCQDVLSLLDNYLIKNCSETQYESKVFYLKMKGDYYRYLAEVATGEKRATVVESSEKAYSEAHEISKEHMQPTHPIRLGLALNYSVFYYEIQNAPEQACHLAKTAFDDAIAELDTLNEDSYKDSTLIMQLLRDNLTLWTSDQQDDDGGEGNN
# An asterisk follows results filed as active; & = joins results of further samples. The list is partial, so the mix of outcomes need not match the whole.
SMILES,14-3-3 PPI
CC(C)c1ccc(NC(=O)c2cc(S(=O)(=O)NCCc3ccccc3)ccc2F)cc1,0
Cc1ccc(SCc2c(C#N)c3ccccc3n2C)cc1,-6
CCOc1ccc(NC(=O)CS(=O)(=O)c2cn(C)c3ccccc23)cc1,3
CN(Cc1nc(-c2ccncc2)no1)S(=O)(=O)c1ccccc1,6
CCCCC(=O)N1CCCC(c2nc3c(nnn3Cc3cc(C)ccc3C)c(=O)[nH]2)C1 (configuration not stated),2
Cc1ccc(C2CC(=O)C3=C(C2)Nc2ccccc2NC3c2ccncc2)cc1 (configuration not stated),1
N#CCC(=O)NS(=O)(=O)c1ccccc1,-1
CCOC(=O)CC(=O)CSc1ccc2nnc(-c3ccc(C)cc3)n2n1,-10
Cc1cccc(Cn2c(N3CCN(c4ccccc4)CC3)nc3c2c(=O)n(C)c(=O)n3C)c1,-9
Nc1nonc1C(=O)NCCc1ccccc1,-1
O=C(OCC(=O)N1CCN(c2ccccc2)CC1)c1ccco1,-6
O=C(O)c1cnn2c(C(F)(F)F)cc(-c3ccc(Br)cc3)nc12,-10
Cc1ccc(NC(=O)CSc2nccn2-c2ccc([N+](=O)[O-])cc2)cc1,-6
O=C(NC12CC3CC(CC(C3)C1)C2)C(F)(F)F,0
CCOC(=O)N1CCN(Cc2ccccc2Cl)CC1,-7
COC(=O)c1ccc(CSc2nccn2C)cc1,-10
O=[N+]([O-])c1ccc(-c2nc(NCCO)c3ccccc3n2)cc1,-2
N#Cc1nc(-c2ccccc2F)oc1N1CCCC1,4&2
O=C(COc1ccc2c3c(c(=O)oc2c1)CCC3)NC1CCCCC1,-5
COc1cc2c3c(c1)C1(C(=O)N3C(C)(C)C=C2C)C(C#N)=C(N)Oc2cc(O)ccc21 (configuration not stated),-1
CCc1ccccc1-n1c(SCC(=O)N2CCCC2)nnc1-c1ccccn1,1
COc1ccc2[nH]c(C(=O)O)c(CCNC(C)=O)c2c1,-3
CCOc1ccc(C(C)=O)cc1N1C(=O)C2C(C1=O)C1(Br)c3ccccc3C2(Br)c2ccccc21 (configuration not stated),-49
COc1cccc(OC)c1OCCNCC1COc2ccccc2O1 (configuration not stated),-9
CCOC(=O)c1cc(=O)cc(C(=O)OCC)o1,-5
COC(C(=O)N1N=C(c2ccc(Br)cc2)CC1c1ccc(Br)cc1)c1ccccc1 (configuration not stated),-8
CC(C)c1ccc(Nc2c3c(nc4ccccc24)CCC3)cc1,-8
Cc1cccc(NC(=O)c2cnc3sccn3c2=O)c1,-1
CCc1nnc(NC(=O)CSc2nnc(Cc3ccccc3)n2-c2ccc(OC)cc2)s1,1
Cc1cc(NC(=O)CSc2ccc(Cl)cc2)no1,6
CCN(CC)C(=O)C1CCCN(C(=O)Nc2ccc3nsnc3c2)C1 (configuration not stated),-2
CCOC(=O)c1c(NC(=O)CCCn2nc(C)c([N+](=O)[O-])c2C)sc(C)c1C,-24
O=C(CCCn1c(=S)[nH]c2ccccc2c1=O)N1CCOCC1,-1
CCN(CC)C(=O)C1C(=O)N(CCO)C2(C)CC1c1ccccc1O2 (configuration not stated),-9
Cc1cc(C)c(C)c(OCc2nc(-c3ccccn3)no2)c1,-8
COc1ccc(N2CCN(C(=O)CCC(=O)Nc3ccc4nc(N5CCCCC5)cc(C)c4c3)CC2)cc1,-7
CCC1(C)N([O-])C(C)=C(c2ccccc2)[N+]1=O (configuration not stated),3
CN(C)CCN1C(=O)C(=O)/C(=C(/O)c2ccccc2)C1c1cccc(F)c1 (configuration not stated),-8
O=C(c1ccccc1)c1cc(Br)ccc1O,-12
CCOc1ccc2c(c1)C(C)=CC(C)(C)N2C(=O)C(C)N1C(=O)c2ccccc2C1=O (configuration not stated),7
CN(C)c1ccc(NC(=O)c2cccc([N+](=O)[O-])c2)cc1,0
CCOCCCNC(=O)CCS(=O)(=O)Cc1ccc(C)cc1,1
CCCC(=O)c1ccc(N2CCN(S(=O)(=O)c3ccc(C)cc3)CC2)c(F)c1,-7
COc1ccc2nc3oc(C(=O)NC4CCN(Cc5ccccc5)CC4)cc3cc2c1,-5
COc1cccc(CN2CCN(C(=O)CC(C)C)CC2)c1,4&-8
Cc1ccc(C(=O)Nc2cc(N)ccc2N)cc1,8
O=C(O)c1ccc(Br)c(S(=O)(=O)N2CCCC2)c1,2
Cc1ccc(N2C(=O)NC3CC2(C)Oc2ccc([N+](=O)[O-])cc23)cc1Cl (configuration not stated),-3
CCOc1cc(C2C(C(=O)N3CCCCC3)=C(C)NC3=C2C(=O)CC(C)(C)C3)ccc1O (configuration not stated),-4
COCCN1C(=O)c2ccccc2C(C(=O)N2CCN(c3cccc(C)c3C)CC2)C1c1cn(C)c2ccccc12 (configuration not stated),5
COc1ccccc1CNC(=O)c1cnn2c(C)c(Cc3ccc(F)cc3)c(C)nc12,-17
COc1cc(CN2CCN(c3cccc(C)c3C)CC2)cc(OC)c1O,-3
COc1ccc(OCCCN2CCCC(C)C2)cc1 (configuration not stated),-3
COc1cc(NC(=O)c2cc(-c3ccc(F)cc3)on2)cc(OC)c1OC,-26
Cc1ccc(C2C=C(c3cccs3)Oc3ccccc32)cc1 (configuration not stated),-6
Cc1ccc(-c2nc(NC(=O)C(C(C)C)N3C(=O)c4ccccc4C3=O)sc2C)cc1 (configuration not stated),-7
CC1(C)Cc2ccccc2C(N)=C1C#N,-4
O=C1C2C3C=CC(C2C(=O)N1Cc1ccccc1)C1C2C(=O)N(Cc4ccccc4)C(=O)C2C31 (configuration not stated),-2
COc1cccc(-c2cc(C(F)(F)F)nc(N3CCc4ccccc4C3)n2)c1,-6
COCCNC(=O)c1ccc2c(c1)N(C)C(=O)c1ccccc1S2,-3

# Remaining list, next part.
SMILES,14-3-3 PPI
CC1CCC2C(=O)N(c3ccc(N4CCC(C(N)=O)(N5CCCCC5)CC4)c([N+](=O)[O-])c3)C(=O)C2C1 (configuration not stated),4
CCOc1ccccc1C(=O)Nn1c(C2CCC2)nc2ccccc2c1=O,-10
Cc1ccccc1C(=O)Nc1ccccc1,-3
CC(=O)c1cccc(OC(=O)c2cc(=O)[nH]c3ccccc23)c1,-4
CCOC(=O)c1sc(=S)n(-c2cccc(SC)c2)c1N,4
CNCCC(Oc1ccccc1C)c1ccccc1 (configuration not stated),5
CCCSc1nnc2c(n1)OC(c1ccc(O)c(OCC)c1)Nc1ccccc1-2 (configuration not stated),-10
Cc1cccc(NC(=O)COc2ccc(Br)cc2)n1,-4
Fc1ccc(C2=CC(c3ccccc3F)n3nnnc3N2)cc1 (configuration not stated),3
O=c1[nH]c(SCc2ccccc2)nc2c1C1(CCCCC1)Cc1ccccc1-2,6
O=C(CSc1nnc2c(n1)-c1cccc3cccc-2c13)Nc1ccccc1Br,-71
COc1cc(NS(=O)(=O)c2ccc(NC(=O)C(C)C)cc2)nc(OC)n1,-3
CCOC(=O)CNC(=O)c1sc2ncn(Cc3ccccc3F)c(=O)c2c1C,-5
COc1ccc(Cl)c(NCCC(=O)O)c1,-2&6
COc1ccc(C2C3=C(CC(C)(C)CC3=O)Nc3nc(SC)[nH]c(=O)c32)cc1OC (configuration not stated),-10
COC(=O)c1c(NC(=O)c2cc3ccccc3c(=O)o2)sc2c1CCC(C)C2 (configuration not stated),-4
O=C(NC(Cc1ccccc1)c1nc2ccccc2[nH]1)C1CC(=O)N(c2ccc3c(c2)OCCO3)C1 (configuration not stated),-76
CCOC(=O)CN1N=C(c2ccc(Cl)cc2)CCC1=O,-1
O=C(CN1CCCC1)N1c2ccccc2C=Cc2ccccc21,-4
CSc1nnc2c(n1)OC(c1ccc(OC(C)=O)c(Br)c1)N(C(C)=O)c1ccccc1-2 (configuration not stated),3
COc1ccc(-n2cnc3cc(C(=O)N4CCOCC4)ccc32)cc1,-47
CCS(=O)(=O)N1CCC(C(=O)NCCCN2CCC(C)CC2)CC1,7
CS(=O)(=O)Nc1ccc(S(=O)(=O)Nc2nccs2)cc1,-2
O=C(CNS(=O)(=O)c1cccs1)Nc1ccc(Br)cc1,-12
Cc1cc(C)c(C)c(OCCOCCN2CCOCC2)c1,0
Cc1ccc2c(c1)C(C)(C)[C@]1(C)NC(=O)CCN21,-47
O=C(c1ccccc1)c1ccc2nc[nH]c2c1,-10
O=C1c2cccnc2C(O)N1C1CCCCC1 (configuration not stated),-2
COc1ccc2nc(C)cc(Nc3ccccc3O)c2c1,-68
COc1ccc(OC)c(N(CC(=O)Nc2ccc3c(c2)OCCO3)S(C)(=O)=O)c1,7
c1ccc(-c2noc(CC3CCCCC3)n2)nc1,-28
COc1cc(NC(=O)C2CCCN2C(=O)C2CCC(C)CC2)cc(OC)c1OC (configuration not stated),3
CCCCN(C)C(=O)CSc1c2c(nc3ccc(Cl)cc13)CCCC2,3
Cc1cc(Cl)ccc1OCC(=O)Nc1ccccc1N1CCOCC1,4
CCC(OC(=O)CNS(=O)(=O)c1ccccc1)C(=O)c1ccccc1 (configuration not stated),-4
Cc1ccc(S(=O)(=O)C(CC(=O)c2ccc(Cl)cc2)c2ccccc2)cc1 (configuration not stated),11
CCCCNC(=O)OCC(CC)NC(=O)OC(C)C (configuration not stated),9
CCOC(=O)C1Nc2ccc([N+](=O)[O-])cc2C2C=CCC12 (configuration not stated),-41
CCn1c(=NC(=O)c2ccc(S(=O)(=O)N3CCC(C)CC3)cc2)sc2cc(OC)ccc21,-6
COC(=O)c1nc2nc(C)cc(=O)n2[nH]1,9
O=C(OCCN(C1=NS(=O)(=O)c2ccccc21)c1ccccc1Cl)c1ccco1,8
O=C1CSC(c2ccccc2[N+](=O)[O-])N1 (configuration not stated),-22
Cc1ccc(CSc2nnc3c(n2)OC(c2cccnc2)Nc2ccccc2-3)cc1 (configuration not stated),-10
Cc1cccc(CN2C(=O)CSc3ccc(C(=O)NCc4cccnc4)cc32)c1,-5
COc1ccc(S(=O)(=O)Nc2ccccc2C(=O)NCc2ccco2)cc1Br,-8
COc1ccc(Cn2c(CCC(=O)N3CCN(c4ccccn4)CC3)nc3ncccc3c2=O)cc1,-18
O=c1[nH]c2ccccc2c(=O)n1Cc1ccco1,4
CC(C)CNc1cc(=O)n(C)c(=O)n1C,-3
COc1cc(C(=O)Nc2cccc(-c3nc4ccccc4o3)c2C)cc(OC)c1OC,-5
Cc1noc(C)c1S(=O)(=O)Nc1ccc(C(=O)NC2CCCCCC2)cc1,-6
CCSc1nnc(NC(=O)C(C)(C(F)(F)F)C(F)(F)F)s1,4
CCCOC(=O)C1=C(C)N(C)C(=O)NC1c1ccccc1[N+](=O)[O-] (configuration not stated),-5
O=C1CC(N2CCN(c3ccccc3O)CC2)C(=O)N1c1ccccc1 (configuration not stated),1
Cc1ccc(Cl)cc1NC(=O)c1ccc(N2CC3CC(C2)c2cccc(=O)n2C3)c(NC(=O)c2ccccc2Br)c1 (configuration not stated),-7
O=C(NCc1ccccc1)NC1(C(=O)N2CCOCC2)CCCCC1,2
CC1(C)C(=O)OC(c2c(F)c(F)c(F)c(F)c2F)C2(CCCCC2)C1=O (configuration not stated),-9
O=C(O)CSc1nnc(Cn2nnc3ccccc32)n1CCc1ccccc1,-5
CCOc1ccc(C2/C(=C(\O)c3ccccc3)C(=O)C(=O)N2c2ccc(C)c(Br)c2)cc1 (configuration not stated),-11
CC1CCN(c2ncnc3c2sc2nc(-c4ccco4)c4c(c23)CCCC4)CC1,-75
CCCC(=O)Nc1ccccc1-c1nnn(CC(=O)Nc2ccc(OC)cc2)n1,-7

# Next entries follow:
SMILES,14-3-3 PPI
Cc1ccc(-n2nc(C)c(-c3cccc([N+](=O)[O-])c3)c2C)cc1C,-4
Cc1cc([N+](=O)[O-])nn1CCCC(=O)Nc1ccc([N+](=O)[O-])cc1Cl,3
Cc1c(C(=O)O)c(-c2ccccc2)nn1-c1ccccc1,0
COc1cc(C2C3=C(CC(C)(C)CC3=O)OC3=C2C(=O)CC(C)(C)C3)ccc1OC(=O)c1cccc(Cl)c1,8
O=c1c2ccccc2nc2cc(-c3ccccc3)c(-c3ccccc3)nn12,-11
N#Cc1c(SCC(=O)c2ccccc2)nsc1SCC(=O)c1ccccc1,-27
O=C(CSc1nc2c(c(=O)n1-c1ccc([N+](=O)[O-])cc1)SCC2)Nc1ccccc1,-7
[O-][n+]1onc2c(-c3ccccc3)nnc(-c3ccccc3)c21,-2
CCOC(=O)c1[nH]c(C)c(C(=O)OCC(=O)N2CCCCC2C)c1C (configuration not stated),-9

# Molecules from the list above containing an aryl thioether with sulfur outside any ring:
SMILES,14-3-3 PPI
Cc1ccc(SCc2c(C#N)c3ccccc3n2C)cc1,-6
CCOC(=O)CC(=O)CSc1ccc2nnc(-c3ccc(C)cc3)n2n1,-10
Cc1ccc(NC(=O)CSc2nccn2-c2ccc([N+](=O)[O-])cc2)cc1,-6
COC(=O)c1ccc(CSc2nccn2C)cc1,-10
CCc1ccccc1-n1c(SCC(=O)N2CCCC2)nnc1-c1ccccn1,1
CCc1nnc(NC(=O)CSc2nnc(Cc3ccccc3)n2-c2ccc(OC)cc2)s1,1
Cc1cc(NC(=O)CSc2ccc(Cl)cc2)no1,6
CCOC(=O)c1sc(=S)n(-c2cccc(SC)c2)c1N,4
CCCSc1nnc2c(n1)OC(c1ccc(O)c(OCC)c1)Nc1ccccc1-2 (configuration not stated),-10
O=c1[nH]c(SCc2ccccc2)nc2c1C1(CCCCC1)Cc1ccccc1-2,6
O=C(CSc1nnc2c(n1)-c1cccc3cccc-2c13)Nc1ccccc1Br,-71
COc1ccc(C2C3=C(CC(C)(C)CC3=O)Nc3nc(SC)[nH]c(=O)c32)cc1OC (configuration not stated),-10
CSc1nnc2c(n1)OC(c1ccc(OC(C)=O)c(Br)c1)N(C(C)=O)c1ccccc1-2 (configuration not stated),3
CCCCN(C)C(=O)CSc1c2c(nc3ccc(Cl)cc13)CCCC2,3
Cc1ccc(CSc2nnc3c(n2)OC(c2cccnc2)Nc2ccccc2-3)cc1 (configuration not stated),-10
CCSc1nnc(NC(=O)C(C)(C(F)(F)F)C(F)(F)F)s1,4
O=C(O)CSc1nnc(Cn2nnc3ccccc32)n1CCc1ccccc1,-5
N#Cc1c(SCC(=O)c2ccccc2)nsc1SCC(=O)c1ccccc1,-27
O=C(CSc1nc2c(c(=O)n1-c1ccc([N+](=O)[O-])cc1)SCC2)Nc1ccccc1,-7
